Screens as filed in PubChem BioAssay.
M4 antag – human M4 muscarinic receptor antagonists, primary screen, CHO cells, Fluo-8 calcium fluorescence. Muscarinic acetylcholine receptor M4 (Homo sapiens), P08173. CHO-hM4 cells, ACh EC80. inhibition, % at 3 µM. 360,000 tested, 0.73% active;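 active = inhibition above its plate's cutoff, the mean inhibition of sample wells plus 3 SD, cut at about 27% in these data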;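 also: 0% = acetylcholine EC80 with DMSO and 100% = DMSO without agonist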
Target sequence (P08173 whole entry, looked up): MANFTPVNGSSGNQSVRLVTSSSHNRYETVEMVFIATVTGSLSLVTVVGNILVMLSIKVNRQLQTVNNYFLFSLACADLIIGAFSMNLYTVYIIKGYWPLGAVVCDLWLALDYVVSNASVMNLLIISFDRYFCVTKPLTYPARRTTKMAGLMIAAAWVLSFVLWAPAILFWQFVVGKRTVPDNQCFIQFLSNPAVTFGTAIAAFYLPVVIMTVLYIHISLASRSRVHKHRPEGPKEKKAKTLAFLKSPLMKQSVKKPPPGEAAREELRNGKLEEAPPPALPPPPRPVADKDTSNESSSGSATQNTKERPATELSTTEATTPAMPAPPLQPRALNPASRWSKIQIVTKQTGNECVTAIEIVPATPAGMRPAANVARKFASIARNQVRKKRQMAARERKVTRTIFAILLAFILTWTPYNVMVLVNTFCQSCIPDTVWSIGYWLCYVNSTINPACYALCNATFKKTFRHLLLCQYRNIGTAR
CHO-K1 Ca PAM – nonselective calcium activators in parental CHO-K1 cells, primary screen, counter-screen for M1 PAM project, cell-based, Fluo-8 calcium fluorescence, full deck, 1536-well | ATP EC20; 0% at ATP EC20, 100% at ATP max | 360,000 tested, 0.02% active | activation, % at 3 µM;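 active = activation above the run cutoff, the mean activation of all test compounds plus 3 SD, cut at about 40% in these data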;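 also: peak over basal fluorescence ratio in a 140 s read after ATP addition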
M5 PAM – human M5 muscarinic receptor positive allosteric modulators, primary screen, CHO-K1 cells, Fluo-8 calcium fluorescence | activation, % at 3 µM | 360,000 tested, 0.3% active | AID 624038, 2012 | CHO-K1 hM5, ACh EC20 PAM; 0% = ACh EC20, 100% = ACh EC100 | Muscarinic acetylcholine receptor M5 (Homo sapiens), P08912;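 active = activation above the run cutoff, the mean activation of all test compounds plus 3 SD, cut at about 18% in these data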
Target sequence (P08912 whole entry, looked up): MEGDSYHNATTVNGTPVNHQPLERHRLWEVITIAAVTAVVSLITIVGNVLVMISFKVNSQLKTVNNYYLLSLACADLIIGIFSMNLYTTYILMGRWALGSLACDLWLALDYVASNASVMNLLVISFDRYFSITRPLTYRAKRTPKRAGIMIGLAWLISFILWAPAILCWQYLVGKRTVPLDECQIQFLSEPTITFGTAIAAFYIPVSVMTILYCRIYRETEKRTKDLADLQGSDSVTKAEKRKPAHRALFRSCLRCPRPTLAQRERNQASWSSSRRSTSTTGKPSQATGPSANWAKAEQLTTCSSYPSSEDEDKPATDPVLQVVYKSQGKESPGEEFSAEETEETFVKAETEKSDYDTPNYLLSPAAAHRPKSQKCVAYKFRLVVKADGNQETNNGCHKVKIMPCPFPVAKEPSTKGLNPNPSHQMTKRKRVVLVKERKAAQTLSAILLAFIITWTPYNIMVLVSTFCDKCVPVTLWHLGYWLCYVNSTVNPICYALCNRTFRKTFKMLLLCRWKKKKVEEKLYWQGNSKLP
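Assay system: CHO-K1 hM5 cells / Incubation: Fluo-8 loading 80 min at 37 °C plus 30 min room temperature / Technique: Fluo-8 calcium dye fluorescence, kinetic read / Repeats: single replicate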
CHRM5 antagonist – human M5 muscarinic receptor antagonists, primary screen, CHO cells, Fluo-8 calcium fluorescence | Muscarinic acetylcholine receptor M5 (Homo sapiens), P08912 | CHO-hM5 cells, ACh EC80 | inhibition, % at 3 µM | 360,000 tested, 0.59% active | AID 624040, 2012;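 active = inhibition above a per-plate cutoff, the mean of that plate's test compounds plus 3 SD, cut at about 27% in these data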;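 also: 0% = acetylcholine EC80 with DMSO and 100% = DMSO without agonist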
M4 PAM – human M4 muscarinic receptor positive allosteric modulators, primary screen, CHO-K1 cells, Fluo-8 calcium fluorescence; Muscarinic acetylcholine receptor M4 (Homo sapiens), P08173; CHO-K1 hM4/Gqi5, ACh EC20; 0% = ACh EC20, 100% = maximal ACh; activation, % at 3 µM; 360,000 tested, 0.4% active; AID 624126, 2012;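 active = activation above its plate's cutoff, the mean activation of sample wells plus 3 SD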; also: some results filed as inactive read as strong as hits
CHO-K1 Ca ag – counter-screen for M1 agonists: effect in parental CHO-K1 cells; 360,000 tested, 0.48% active; Fluo-8 calcium fluorescence; scaled to maximal ATP response, vehicle zero; activation, % at 3 µM; in the data active = activation above about 15%;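 also: untransfected CHO-K1 host cells lacking M1 receptor as counterscreen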
M5 ag – human M5 muscarinic receptor agonists, primary screen, CHO-K1 cells, Fluo-8 calcium fluorescence. CHO-K1 hM5 cells; 0% DMSO wells, 100% maximal acetylcholine response. activation, % at 3 µM. 360,000 tested, 0.19% active. Muscarinic acetylcholine receptor M5 (Homo sapiens), P08912. AID 624037, 2012;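 active = activation above the run's mean over test compounds plus 3 SD, cut at about 23% in these data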;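 also: signal is peak over basal fluorescence ratio across the kinetic read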
M4 ag – human M4 muscarinic receptor agonists, primary screen, CHO-K1 cells, Fluo-8 calcium fluorescence | Muscarinic acetylcholine receptor M4 (Homo sapiens), P08173 | CHO-K1 hM4/Gqi5; vehicle 0%, full acetylcholine response 100% | activation, % at 3 µM | 360,000 tested, 0.14% active | AID 624127, 2012;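 active = activation above the run mean over all test wells plus 3 SD, cut at about 32% in these data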;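 also: peak over basal fluorescence ratio per well then scaled between controls; 0% = DMSO wells and 100% = acetylcholine at EC100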
CHO-K1 Ca antag – counter-screen for M1 antagonists: effect in parental CHO-K1 cells. ATP-induced calcium, Fluo-8 fluorescence. inhibition, % at 3 µM. 360,000 tested, 0.6% active. AID 602250;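 active = inhibition above a per-plate cutoff, the plate's mean sample inhibition plus 3 SD, cut at about 24% in these data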;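 also: 0% = DMSO plus EC80 ATP and 100% = DMSO alone without ATP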
Active calls of the source: *.

Results for O=C(CSc1nnc(CNC(=O)c2c(F)cccc2F)o1)Nc1ccc2c(c1)OCCO2 ?
M4 antag: 3; CHO-K1 Ca PAM: 5; M5 PAM: -2; CHRM5 antagonist: 1; M4 PAM: 6; CHO-K1 Ca ag: 0.5; M5 ag: 0; M4 ag: 1; CHO-K1 Ca antag: 1

What do the screens show for `O=C(Cc1ccccc1)Nc1ccc(NC(=O)C2CCCCC2)nc1`?
M4 antag: 9; CHO-K1 Ca PAM: -8; M5 PAM: 0; CHRM5 antagonist: 4; M4 PAM: -5; CHO-K1 Ca ag: 0.2; M5 ag: -2; M4 ag: 2; CHO-K1 Ca antag: -14

Results for CCOC(=O)C1CCCN(C(=O)c2cc3cc4ccc(OC)cc4nc3o2)C1 (configuration not stated) ?
M4 antag: 3; CHO-K1 Ca PAM: 25; M5 PAM: -4; CHRM5 antagonist: 16; M4 PAM: 8; CHO-K1 Ca ag: -0.2; M5 ag: -4; M4 ag: 1; CHO-K1 Ca antag: 3

What do the screens show for `Cc1ccc(S(=O)(=O)c2nc(S(C)(=O)=O)sc2N2CCOCC2)cc1`?
M4 antag: -19; CHO-K1 Ca PAM: 5; M5 PAM: -8; CHRM5 antagonist: 14; M4 PAM: 7; CHO-K1 Ca ag: 0.3; M5 ag: -9; M4 ag: 0; CHO-K1 Ca antag: -12

How did CC1(c2ccc(Cl)cc2)NC(=O)N(CC(=O)NC2CCCCC2)C1=O (configuration not stated) do in these assays?
M4 antag: 0; CHO-K1 Ca PAM: 26; M5 PAM: -6; CHRM5 antagonist: 7; M4 PAM: 0; CHO-K1 Ca ag: 1.0; M5 ag: 6; M4 ag: 3; CHO-K1 Ca antag: -18

Results for COC(=O)CN1C(=O)[C@H]2[C@@H](c3ccc(C)o3)N3C(=O)CN(Cc4ccccc4)C(=O)[C@@]3(C)[C@H]2C1=O ?
M4 antag: 4; CHO-K1 Ca PAM: -11; M5 PAM: -4; CHRM5 antagonist: 0; M4 PAM: 10; CHO-K1 Ca ag: 0.0; M5 ag: 6; M4 ag: 2; CHO-K1 Ca antag: 4

What do the screens show for `Cc1cc(C)cc(C(=O)Nc2ccc(N3CCN(C(=O)c4ccco4)CC3)cc2)c1`?
M4 antag: 1; CHO-K1 Ca PAM: 5; M5 PAM: -4; CHRM5 antagonist: 9; M4 PAM: -4; CHO-K1 Ca ag: 1.9; M5 ag: -3; M4 ag: 2; CHO-K1 Ca antag: -5

How did Cc1ccc2c(C(=O)CNc3nncs3)c(C)[nH]c2c1 do in these assays?
M4 antag: -9; CHO-K1 Ca PAM: 6; M5 PAM: 6; CHRM5 antagonist: -6; M4 PAM: -21; CHO-K1 Ca ag: 1.5; M5 ag: 3; M4 ag: 0; CHO-K1 Ca antag: -11

What do the screens show for `NNC(=O)c1ccc(CSc2nc3ccccc3[nH]2)cc1`?
M4 antag: -1; CHO-K1 Ca PAM: -2; M5 PAM: -12; CHRM5 antagonist: 4; M4 PAM: -8; CHO-K1 Ca ag: -0.2; M5 ag: 1; M4 ag: 3; CHO-K1 Ca antag: -19

How did O=C(Cc1ccccc1)NC(NCCc1ccccc1)C(Cl)(Cl)Cl (configuration not stated) do in these assays?
M4 antag: -1; CHO-K1 Ca PAM: 13; M5 PAM: 0; CHRM5 antagonist: 0; M4 PAM: -5; CHO-K1 Ca ag: 0.3; M5 ag: -1; M4 ag: -1; CHO-K1 Ca antag: 3

How did COc1cccc(OCCCOc2ccccc2C(C)C)c1 do in these assays?
M4 antag: -10; CHO-K1 Ca PAM: 15; M5 PAM: 4; CHRM5 antagonist: 2; M4 PAM: 6; CHO-K1 Ca ag: 1.0; M5 ag: 4; M4 ag: 1; CHO-K1 Ca antag: -29

How did COc1ccc(NC(=O)NCc2ccc3c(c2)OCO3)cc1 do in these assays?
M4 antag: -25; CHO-K1 Ca PAM: 15; M5 PAM: -1; CHRM5 antagonist: -1; M4 PAM: 11; CHO-K1 Ca ag: 0.5; M5 ag: -6; M4 ag: 1; CHO-K1 Ca antag: -6

How did Cc1cc(C)n2c(Nc3ccc4c(c3)OCCO4)c(CC(C)C)nc2n1 do in these assays?
M4 antag: -15; CHO-K1 Ca PAM: 11; M5 PAM: 13; CHRM5 antagonist: -7; M4 PAM: 10; CHO-K1 Ca ag: 0.0; M5 ag: 3; M4 ag: -4; CHO-K1 Ca antag: -10

Results for CCCCCCCCC(=O)NNC(=O)c1c(O)c2ccccc2n(CC)c1=O ?
M4 antag: -5; CHO-K1 Ca PAM: 17; M5 PAM: 3; CHRM5 antagonist: -4; M4 PAM: 0; CHO-K1 Ca ag: 1.4; M5 ag: -2; M4 ag: 1; CHO-K1 Ca antag: -25

Results for CC(=O)c1c(C)[nH]c(C(=O)N2CCc3ccccc3C2)c1C ?
M4 antag: 9; CHO-K1 Ca PAM: -1; M5 PAM: 2; CHRM5 antagonist: -2; M4 PAM: 3; CHO-K1 Ca ag: 0.3; M5 ag: -5; M4 ag: 2; CHO-K1 Ca antag: 16

Results for COc1ccc(/C=N/NC(=O)CCSc2nc3ccccc3s2)cc1 ?
M4 antag: -6; CHO-K1 Ca PAM: 19; M5 PAM: -5; CHRM5 antagonist: 0; M4 PAM: -7; CHO-K1 Ca ag: 3.3; M5 ag: -2; M4 ag: 8; CHO-K1 Ca antag: -8

What do the screens show for `CCOC(=O)CC1Sc2ccccc2NC1=O` (configuration not stated)?
M4 antag: 13; CHO-K1 Ca PAM: 25; M5 PAM: 8; CHRM5 antagonist: -2; M4 PAM: -8; CHO-K1 Ca ag: 1.0; M5 ag: -5; M4 ag: 0; CHO-K1 Ca antag: -10

How did C=CCNC(=O)c1cc(-c2ccncc2)nc2c(C)cc(C)cc12 do in these assays?
M4 antag: 7; CHO-K1 Ca PAM: -7; M5 PAM: -15; CHRM5 antagonist: 26; M4 PAM: -11; CHO-K1 Ca ag: 2.8; M5 ag: -2; M4 ag: 7; CHO-K1 Ca antag: 0

What do the screens show for `CC(C)c1ccc(NC(=O)CN(C)C2=NS(=O)(=O)c3ccccc32)cc1`?
M4 antag: 7; CHO-K1 Ca PAM: 11; M5 PAM: -5; CHRM5 antagonist: 4; M4 PAM: 2; CHO-K1 Ca ag: 1.2; M5 ag: 0; M4 ag: 3; CHO-K1 Ca antag: 5

How did CC(=O)N/C(=C/c1ccccc1)C(=O)NCCO do in these assays?
M4 antag: -5; CHO-K1 Ca PAM: 6; M5 PAM: 1; CHRM5 antagonist: 8; M4 PAM: 6; CHO-K1 Ca ag: 0.2; M5 ag: -6; M4 ag: 2; CHO-K1 Ca antag: -4

Results for O=C(Nc1ccc2c(c1)OCO2)c1cccs1 ?
M4 antag: 0; CHO-K1 Ca PAM: -7; M5 PAM: -8; CHRM5 antagonist: 0; M4 PAM: 0; CHO-K1 Ca ag: -0.4; M5 ag: 2; M4 ag: 1; CHO-K1 Ca antag: -24

How did COc1ccc(CCNC(=S)N2CCN(S(=O)(=O)c3ccc(F)cc3)CC2)cc1 do in these assays?
M4 antag: 0; CHO-K1 Ca PAM: -5; M5 PAM: -1; CHRM5 antagonist: 4; M4 PAM: 1; CHO-K1 Ca ag: 0.9; M5 ag: -3; M4 ag: 1; CHO-K1 Ca antag: -1

What do the screens show for `CCc1ccccc1Oc1coc2cc(O)ccc2c1=O`?
M4 antag: -14; CHO-K1 Ca PAM: 14; M5 PAM: 5; CHRM5 antagonist: -11; M4 PAM: -5; CHO-K1 Ca ag: -1.0; M5 ag: -4; M4 ag: 1; CHO-K1 Ca antag: -10

How did Cc1nnc(SCC(=O)N2CCC(Cc3ccccc3)CC2)n(N)c1=O do in these assays?
M4 antag: -15; CHO-K1 Ca PAM: 10; M5 PAM: 6; CHRM5 antagonist: -13; M4 PAM: 7; CHO-K1 Ca ag: 0.3; M5 ag: -3; M4 ag: 3; CHO-K1 Ca antag: -9

How did CC1CCN(C(=O)CSc2nnc(CNC(=O)c3c(F)cccc3F)o2)CC1 do in these assays?
M4 antag: -9; CHO-K1 Ca PAM: 14; M5 PAM: 6; CHRM5 antagonist: -2; M4 PAM: 0; CHO-K1 Ca ag: 2.5; M5 ag: -2; M4 ag: 9; CHO-K1 Ca antag: -10

How did CCOC(=O)c1[nH]c2cc(OC)c(OC)cc2c1NC(=O)C(C)N1CCN(Cc2ccccc2)CC1 (configuration not stated) do in these assays?
M4 antag: -20; CHO-K1 Ca PAM: 5; M5 PAM: -11; CHRM5 antagonist: -3; M4 PAM: -2; CHO-K1 Ca ag: 1.2; M5 ag: -4; M4 ag: 7; CHO-K1 Ca antag: 3

What do the screens show for `CCOc1ccc(CN(C)CC(=O)Nc2cccc(C)c2)cc1OC`?
M4 antag: 8; CHO-K1 Ca PAM: 3; M5 PAM: -4; CHRM5 antagonist: 8; M4 PAM: -7; CHO-K1 Ca ag: 8.2; M5 ag: 7; M4 ag: 9; CHO-K1 Ca antag: -13

How did O=C(COc1ccccc1Cc1ccccc1)Nc1cccnc1 do in these assays?
M4 antag: -14; CHO-K1 Ca PAM: -3; M5 PAM: -7; CHRM5 antagonist: 3; M4 PAM: 0; CHO-K1 Ca ag: 3.5; M5 ag: 5; M4 ag: 7; CHO-K1 Ca antag: -4

How did CCN(CC(=O)Nc1ccc(NC(C)=O)cc1)C(=O)c1ccc(N2CCCC2)c([N+](=O)[O-])c1 do in these assays?
M4 antag: -3; CHO-K1 Ca PAM: 3; M5 PAM: -1; CHRM5 antagonist: 8; M4 PAM: -4; CHO-K1 Ca ag: 0.2; M5 ag: 1; M4 ag: 1; CHO-K1 Ca antag: -1

Results for CC(=O)N1CCN(S(=O)(=O)c2cccc(C(=O)N(Cc3ccccc3)c3ccc(C)cc3)c2)CC1 ?
M4 antag: -14; CHO-K1 Ca PAM: 21; M5 PAM: 3; CHRM5 antagonist: -3; M4 PAM: 6; CHO-K1 Ca ag: 3.5; M5 ag: -3; M4 ag: 4; CHO-K1 Ca antag: 0

What do the screens show for `O=C1CC(c2ccccc2F)c2cc3c(cc2N1)CCC3` (configuration not stated)?
M4 antag: -11; CHO-K1 Ca PAM: 20; M5 PAM: -4; CHRM5 antagonist: 3; M4 PAM: -4; CHO-K1 Ca ag: 1.9; M5 ag: -2; M4 ag: 4; CHO-K1 Ca antag: -26

How did CCOC(=O)C1(CCOc2ccccc2)CCN(Cc2ccc(OC)cc2)CC1 do in these assays?
M4 antag: 15; CHO-K1 Ca PAM: 11; M5 PAM: -29; CHRM5 antagonist: 15; M4 PAM: -5; CHO-K1 Ca ag: 18*; M5 ag: -16; M4 ag: 11; CHO-K1 Ca antag: 5

Results for CCn1c(COc2ccccc2C)nc2ccccc21 ?
M4 antag: 1; CHO-K1 Ca PAM: 15; M5 PAM: 4; CHRM5 antagonist: -10; M4 PAM: -3; CHO-K1 Ca ag: 1.0; M5 ag: -6; M4 ag: -2; CHO-K1 Ca antag: -13
